# TRPV1 agonist: HTS Assay for Compounds that Act as Agonists of the Vanilloid Receptor 1; Transient receptor potential cation channel subfamily V member 1 (Homo sapiens), Q8NER1; TRPV1-expressing cells, Fluo-8 calcium influx, agonist mode; activation, % at 8.33 µM; 320,000 compounds, 0.19% hits; AID 540275, 2011; in the data active = activation above about 80%; inconclusive = between about 30% and that limit; note: 0% is about no effect
#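 TRPV1-expressing cells were cultured overnight at 35.5C and loaded with Fluo-8 calcium dye for 40 to 90 min at room temperature. After a 10 s baseline, compound was added and calcium influx was read kinetically for 3 min (ex 480/em 520 nm).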
# BRCA1 expr act: qHTS Assay to Identify Small Molecule Activators of BRCA1 Expression; 380,000 compounds, 1.1% hits; Potency, µM (series often up to 46.1 µM), inactives show at the highest dose activation, most hits filed as activators; MCF7-BRCA1-FFLuc reporter, luminescence, 48 h; response scale: scaled: vehicle 0%, 10 µM genistein 100%; note: potency is the fitted concentration of half-maximal effect; nearly all actives have a fitted effect of over 80% in size; some results filed as inactive show a strong effect at the top dose
#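 MCF7 cells carrying a BRCA1-firefly luciferase reporter (2000 cells/well, phenol-red free MEM) were attached for 2 h at 37 °C, then given compounds for 48 h. Luminescence was read 15 min after luciferase reagent; activity normalized to genistein (10 microM) and DMSO.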
# S-ASM inh: Inhibitors of Secretory Acid Sphingomyelinase (S-ASM): qHTS. Sphingomyelin phosphodiesterase (Homo sapiens), P17405. AID 504937, 2011. Potency, µM (top dose mostly 57.5 µM), for inactives: top-dose activity change, negative = inhibition, most hits filed as inhibitors. placental ASM, HMU-PC fluorogenic substrate, 60 min. 340,000 compounds, 0.006% hits; note: potency is the fitted concentration of half-maximal effect
#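 qHTS format. ASM enzyme prepared from human placenta hydrolyses the fluorogenic substrate HMU-PC0 (9 uM final) over 60 min at 37 °C after a 10 min compound preincubation.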
# ELG1 genotox: qHTS screen for small molecules that induce genotoxicity in human embryonic kidney (HEK293T) cells expressing luciferase-tagged ELG1. HEK293T ELG1-luciferase reporter, luminescence, 16 h. Potency, µM (highest dose often 46 µM), for inactives: at the top dose activity change, positive = activation, usual class: activators. 330,000 compounds, 1.3% hits. AID 504466, 2011; note: potency is the fitted concentration of half-maximal effect; % of control where 0% means no effect; nearly all actives have a fitted effect of over 60% in size
#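 Reporter readout depends on ELG1 protein level, which increases with genetic stress. After 16 hr compound exposure at 37 °C, luciferase activity was quantified using ONE-Glo.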
# p53 reactivation: qHTS assay for re-activators of p53 using a Luc reporter. H1299 p53-A138V BP100-luciferase reporter, luminescence, 24 h. Potency, µM (top dose mostly 92.2 µM), inactives show top-dose activity change, positive = activation, most hits filed as activators. 320,000 compounds, 0.063% hits. AID 504706, 2011; note: potency is the fitted concentration of half-maximal effect; % of control where 0% means no effect; nearly all actives have a fitted effect of over 45% in size
#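 H1299 (p53-null), stable ts p53-A138V + BP100-Luc; 1000 cells/well, Opti-MEM/10% FBS; cpd 4 pt, 1:5; 24 h, 37 deg C, 5% CO2; detection reagent 10 min RT; luminescence.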
# USP2a block: qHTS Assay for Inhibitors of Ubiquitin-specific Protease USP2a Using CHOP2 as the Reporter; Potency, µM (top dose mostly 38.3 µM), inactives show at the highest dose activity change, negative = inhibition, usual class: inhibitors; 330,000 compounds, 0.01% hits; Ubiquitin carboxyl-terminal hydrolase 2 (Homo sapiens), O75604; USP2 core, Ub-CHOP2 coupled fluorogenic reporter, 485/531;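 note: potency is the fitted concentration of half-maximal effect; plate controls were DMSO wells for no effect and full inhibition by NEM control for full effect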
#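 Cell-free coupled assay: 10nM USP2 core preincubated 30min RT with compound in Tris-HCl pH 8.0/CaCl2/CHAPS buffer, then 25nM Ub-CHOP2 and 25nM reporter substrate; fluorescence (Ex 485/Em 531) read after 60min RT, normalized to NEM inhibition, concentration-response curves fitted.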
# Integrin act MD: qHTS for Activators of Integrin-Mediated Alleviation for Muscular Dystrophy. alpha7betagal myoblasts, beta-gal FDG fluorescence, 48 h. Potency, µM (titrated, usually from 38.3 µM), inactives show at the highest dose activation, most hits filed as activators. 350,000 compounds, 0.064% hits;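 note: potency is the fitted concentration of half-maximal effect; 100% = response of the positive control SU9516; nearly all actives have a fitted effect of over 60% in size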
#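 alpha7betagal+/- myoblasts (passage 13, 250/well) treated 48 h at 37C with compounds at 1:260 dilution of DMSO stock. Lysed, then beta-galactosidase activity read as FDG fluorescence (ex 480/em 540) after 30 min, with pre-read for autofluorescence.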
# Eya2 phos inh: qHTS Assay for Inhibitors of the Phosphatase Activity of Eya2; recombinant Eya2, OMFP fluorescence dephosphorylation (OMFP is methylfluorescein phosphate); Potency, µM (highest dose often 76.9 µM), inactives show at the top dose activity, negative = inhibition, actives largely listed as inhibitors; 330,000 compounds, 0.006% hits; note: potency is the fitted concentration of half-maximal effect; % is set by controls: 0 for no effect and ±100 for the full control effect
# Target sequence (O00167 whole entry, looked up): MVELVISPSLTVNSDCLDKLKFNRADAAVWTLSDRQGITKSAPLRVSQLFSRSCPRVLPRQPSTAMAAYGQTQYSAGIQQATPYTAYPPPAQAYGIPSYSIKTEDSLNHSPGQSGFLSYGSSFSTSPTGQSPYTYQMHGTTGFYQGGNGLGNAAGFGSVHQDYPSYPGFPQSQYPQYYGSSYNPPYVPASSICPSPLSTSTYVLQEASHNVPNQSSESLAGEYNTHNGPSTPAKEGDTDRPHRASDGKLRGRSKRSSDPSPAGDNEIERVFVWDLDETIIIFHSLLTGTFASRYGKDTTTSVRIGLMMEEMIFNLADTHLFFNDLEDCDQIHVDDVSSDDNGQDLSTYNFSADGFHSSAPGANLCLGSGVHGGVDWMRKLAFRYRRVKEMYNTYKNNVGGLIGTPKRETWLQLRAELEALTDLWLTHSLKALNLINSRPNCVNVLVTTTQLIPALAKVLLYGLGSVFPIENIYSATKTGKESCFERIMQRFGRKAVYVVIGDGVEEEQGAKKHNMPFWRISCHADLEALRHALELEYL
#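 Eya2 (0.2 uM) preincubated 10 min at ambient with compound, then OMFP substrate added at 50 uM; 10 min reaction in 50 mM HEPES pH 7.5, 50 mM NaCl, 5 uM MgCl2, 0.05% BSA, 1 mM DTT. Fluorescence read at Ex 485/Em 525 nm.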
# B2AR arrestin: qHTS assay of beta-arrestin-biased ligands of beta2-adrenergic receptor; beta-arrestin recruitment to beta2AR, cell-based reporter; Beta-2 adrenergic receptor (Homo sapiens), P07550; 330,000 compounds, 0.02% hits; Potency, µM (series often up to 46.1 µM), for inactives: at the highest dose activation, hits mostly activators;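 note: potency is the fitted concentration of half-maximal effect; 0% = DMSO controls and full agonism = EC100 isoproterenol or metaproterenol; nearly all actives have a fitted effect of over 65% in size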
# Target sequence (P07550 whole entry, looked up): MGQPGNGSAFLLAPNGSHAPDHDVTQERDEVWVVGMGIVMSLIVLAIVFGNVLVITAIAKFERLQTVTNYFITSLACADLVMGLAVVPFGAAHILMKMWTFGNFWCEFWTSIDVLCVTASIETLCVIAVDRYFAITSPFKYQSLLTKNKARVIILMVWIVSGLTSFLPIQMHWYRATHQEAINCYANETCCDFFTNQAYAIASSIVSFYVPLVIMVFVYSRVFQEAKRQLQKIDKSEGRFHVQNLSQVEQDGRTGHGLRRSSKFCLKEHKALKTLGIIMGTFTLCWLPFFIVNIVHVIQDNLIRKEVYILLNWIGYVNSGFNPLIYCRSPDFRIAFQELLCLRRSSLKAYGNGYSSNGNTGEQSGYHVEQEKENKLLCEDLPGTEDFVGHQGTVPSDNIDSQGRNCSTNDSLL
# PTAP TSG101 blk: qHTS Assay for Iinhibitors of HIV-1 Budding by Blocking the Interaction of PTAP/TSG101 | Fluorescence polarization, FITC-PTAP peptide / Tsg101 binding | Potency, µM (doses to about 115 µM), for the others: at the top dose activity change, negative = inhibition, hits mostly inhibitors | 340,000 tested, under 10 active; active = well fitted inhibition curve with a large enough effect in the main read-out, with a control signal flat, not every such curve was filed as active; inconclusive = small, poorly fitted or top-dose-only effect, or effect the other way, or a change in a side signal; inactive = no such curve, though single readings can be large or run the other way; note: potency is the fitted concentration of half-maximal effect; % of control where 0% means no effect
#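 Steps: Tsg101 binding domain dispensed (10 uM final), compounds pinned in DMSO, FITC-labeled PTAP-motif peptide added (50 nM final); after 20 min binding at room temperature, polarization measured.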
# uPA generation: qHTS for Inhibitors of Cell Surface uPA Generation; Potency, µM (highest dose often 38.3 µM), for the others: at the top dose activity change, negative = inhibition, most hits filed as inhibitors; 330,000 compounds, 0.31% hits; cell surface uPA generation assay, qHTS; active = well fitted inhibition curve with a large enough effect; inconclusive = small, poorly fitted or top-dose-only effect; inactive = no such curve, though single readings can be large or run the other way; tested in mouse RAW 264.7 cells; note: potency is the fitted concentration of half-maximal effect; % is set by controls: 0 for no effect and ±100 for the full control effect; nearly all actives have a fitted effect of over 55% in size
# * marks the source's active call; other numbers are inactive results; ? = inconclusive; nt = not tested or not shown; [ ] = another dose, or the depositor's remark. Unless noted, calls come from the whole dose curve; as a rule, active = well fitted curve in the direction sought with a large enough effect; inconclusive = small, poorly fitted or top-dose-only effect, or another doubt; inactive = no such curve, though single readings can be large; an effect the other way counts as inactive or inconclusive.
SMILES,TRPV1 agonist,BRCA1 expr act,S-ASM inh,ELG1 genotox,p53 reactivation,USP2a block,Integrin act MD,Eya2 phos inh,B2AR arrestin,PTAP TSG101 blk,uPA generation
CC1=CC(C)C(C(=O)O)C(C(=O)N2CCN(C)CC2)C1 (centres undefined),1,-19%,-6%,-3%,1%,0%,10%,1%,-0.1%,0%,2%
C/C(=C/c1ccccc1)C(=O)N1CCN(c2ccccc2F)CC1,?,1%,-1%,-1%,4%,-6%,12%,-19%,-0.8%,0%,1%
C1CNCCOCCNCCN1,0,-1%,3%,1%,5%,2%,4%,9%,-0.1%,0%,4%
CC(=O)Nc1ccc(NC(=O)c2ccc(OCc3c(C)noc3C)cc2)cc1,nt,-16%,7%,7%,-2%,-1%,15%,-10%,0.1%,-8%,3%
O=C(Cc1ccc(Br)cc1)N1CCCC1,-1,45%,-1%,8%,nt,-1%,31%,-12%,-0.6%,-1%,-3%
CCOC(=O)C1=C(C)NC(=O)NC1c1ccc(N(CC)CC)cc1 (centres undefined),3,5%,1%,0%,-3%,0%,-10%,-3%,-0.3%,3%,12%
Cc1cccc(C)c1NC(=O)CSc1nc2[nH]c(=O)cc(O)c2s1,-1,-15%,2%,2%,-1%,2%,-18%,-17%,-0.2%,-4%,2%
COC(=O)c1cc(=O)cc(C(=O)OC)o1,2,0%,1%,0%,3%,0%,13%,1%,-0.2%,-2%,-3%
C#CCn1c(-c2ccccc2)ccc(C#N)c1=O,2,-29%,-4%,2%,-4%,0%,37%,-4%,-0.2%,-4%,-6%
CCn1nnnc1SCC(=O)Nc1nc2ccc(OC)cc2s1,3,64%,0%,2%,10%,0%,-29%,-19%,?,-6%,-2%
Cc1ccc(/C(O)=C/c2nc3cc(C)ccc3oc2=O)cc1,16,7%,1%,1%,12%,16%,5%,7%,3.7%,-1%,7%
CCNc1nnc(-c2ccccc2OC)s1,1,18%,4%,?,1%,5%,-14%,4%,0.3%,-7%,-4%
Cc1cc(C)c(-c2nc3ccccc3s2)[nH]1,2,33%,71%[activator],?,?,-1%,-21%,4%,-1.1%,1%,2%
COC1OC2COC(c3ccccc3)OC2C(OC(=O)c2ccccc2)C1OC(=O)c1ccccc1 (centres undefined),nt,-4%,-3%,nt,nt,nt,29%,nt,nt,0%,-7%
CCOc1ccc(NC(=O)C2CC(=O)N3CCCN=C3S2)cc1 (centres undefined),-2,-9%,1%,-1%,5%,-1%,3%,5%,0.1%,-3%,7%
Cc1nn(-c2ccccc2)c2c1C(O)CC(C)(C)C2 (centres undefined),-2,-18%,-1%,2%,-7%,1%,2%,14%,0.0%,-2%,-2%
CC(=O)NC12CC3CC(C1)CC(C(=O)N1CCN(S(=O)(=O)c4ccc(Cl)s4)CC1)(C3)C2,?,-16%,0%,-2%,-16%,4%,-9%,10%,0.1%,-2%,-6%
Nc1ccccc1-c1nnc(-c2ccc(-c3ccccc3)cc2)o1,1,33%,nt,2.6µM*,?,-2%,-1%[7.66 µM],-24%,0.0%,-6%,nt
Cc1ccc(C2c3[nH]c4ccccc4c3C[C@H]3C(=O)N(c4ccccc4C(=O)NCCCN4CCOCC4)C(=O)N23)cc1 (some centres undefined),5,-10%,-2%,2%,nt,0%,-27%,-3%,-0.9%,-5%,?
O=C(N/N=C/c1cccc([N+](=O)[O-])c1)C1CC(=O)N(c2ccc(Cl)cc2)C1 (centres undefined),5,-20%,-24%,2%,-2%,0%,-23%,10%,-3.0%,-6%,0%
Cc1c(Cc2ccccc2)c(=O)oc2cc(OCC(=O)N[C@@H](Cc3ccccc3)C(=O)O)ccc12,-3,27%,21%,1%,8%,-1%,3%,13%,-0.4%,-2%,0%
CC(C)Nc1nc(Cl)nc(N(C#N)CN2C(=O)c3ccccc3C2=O)n1,-1,-6%,4%,-9%,8%,-1%,?,-4%,3.4%,0%,-13%
COc1cccc(-c2nc(N3CCCCC3)c3ccccc3n2)c1O,nt,-45%,-18%,nt,nt,nt,-34%,nt,nt,-5%,2%
O=C1CCN(S(=O)(=O)c2ccc(Cl)cc2)N1,-3,-16%,-3%,-2%,-5%,3%,-10%,-4%,5.6%,-3%,5%
O=C(OCc1c(Cl)cccc1Cl)c1cnccn1,-1,4%,0%,-1%,4%,4%,-4%,23%,-0.4%,1%,3%
CC1CCCC(NC(=O)c2cccc(N3CCCC3=O)c2)C1C (centres undefined),9,79%,1%,10%,4%,0%,21%,5%,-0.1%,-6%,-13%
O=C(CN1CCN(c2ccccn2)CC1)Nc1ccccc1Br,7,0%,-1%,-5%,-3%,-6%,11%,2%,0.5%,-2%,0%
CC1CCN(C(=O)N[C@@H](Cc2ccccc2)C(=O)O)CC1,-5,14%,7%,-2%,-3%,-1%,?,2%,-0.5%,-7%,-5%
c1ccc(-c2nccc3ccccc23)cc1,nt,1%,-3%,nt,nt,nt,20%,nt,nt,-2%,-4%
COc1cccc(CN2CCNC(=O)C2CC(=O)NC2CCOCC2)c1OC (centres undefined),2,-12%,3%,-1%,6%,1%,25%,-1%,0.1%,-3%,-18%
COC(=O)N/N=C(\C)c1ccc(Br)cc1,1,?,0%,10%,8%,3%,-9%,-10%,-0.3%,-2%,-9%
Cc1cccnc1NC(=S)NC(=O)c1oc2ccccc2c1C,4,2.8µM*,10%,?,?,-2%,31%,5%,0.0%,0%,-4%
COC(=O)N/N=C/c1cc(Cl)cc(Cl)c1OCc1ccccc1,25,-30%,-1%,-1%,9%,1%,24%,-2%,-0.4%,-2%,7%
O=C(CSc1nc2c(sc3ccccc32)c(=O)n1CCCN1CCCC1)NCC1CCCO1 (centres undefined),-8,3%[1.84 µM],12%,-2%,6%,2%,-45%,-1%,-0.1%,-5%,3%
Cc1ccc(NC(=S)Nc2c(C)n(C)n(-c3ccccc3)c2=O)cc1Cl,-1,4%,3%,0%,2%,-2%,-17%,-4%,-0.8%,0%,-12%
COc1ccc(N2Cc3ccc(OC)c(OC)c3C2=O)cc1,-1,?,3%,10µM*,?,3%,-12%,-14%,-0.7%,-1%,?
CCN(CC(=O)Nc1c(F)cccc1F)C(=O)/C=C/c1c(C)nn(-c2ccc(F)cc2)c1C,-2,-17%,0%,-2%,7%,1%,-3%,2%,-0.4%,0%,-3%
COc1ccc(CNC(=O)CCCC(=O)Nc2cccc(Br)c2)cc1,4,-21%,-3%,0%,13%,2%,-24%,-10%,0.1%,2%,-2%
COC(=O)NNC(=O)c1ccc(C)cc1,5,8%,-2%,nt,nt,nt,-6%,nt,nt,-1%,nt
Cc1cc(NC(=O)CSc2nnc(C(C)N(C)C)n2-c2ccc(F)cc2)no1 (centres undefined),-1,14%,3%,-2%,1%,3%,1%,2%,-0.1%,-2%,-5%
COc1cc(NC(=O)CN(C)Cc2cccc(F)c2)c(C)cc1[N+](=O)[O-],7,-15%,0%,0%,-1%,0%,-15%,-8%,0.0%,2%,2%
Cn1nnnc1Sc1ncnc2scc(-c3ccccc3Cl)c12,20,-49%,3%,-4%,-41%[inhibitor],2%,nt,-13%,-3.4%,nt,10µM*
CCn1c(=N)c(S(=O)(=O)c2ccc(C)cc2)cc2c(=O)n3ccccc3nc21,22,nt,nt,9%,-2%,1%,nt,6%,-0.2%,nt,nt
Cc1nn(-c2ccc(N3CCOCC3)nn2)c(C)c1CCC(=O)Nc1ccccc1,-1,?,-1%,3%,28%,-5%,-23%,-7%,-0.4%,-2%,-1%
Cc1cccc(Nc2nc(N)nc(CN3CCN(c4ccccc4F)CC3)n2)c1,nt,-11%,3%,nt,nt,nt,-49%[inhibitor],nt,nt,-12%,-4%

# Rows are unselected. About 2.6% of those tested had a hit in this group.
